# D1 antagonist: antagonists of human D1 dopamine receptor; P21728; actives 3.2% (n = 360,000); HEK293 TREx D1 cells, calcium flux, dopamine EC80; stronger effect = lower value; AID 504652; activity change, negative = inhibition, % at 10 µM; in the data active means activity change below about -30%; further: on the % scale 0 is the no-effect control and ±100 the full control effect
#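 Compound effects on dopamine-evoked calcium signalling were measured in tetracycline-induced HEK293 Trex D1 cells. Dopamine at EC80 followed a 180 s compound pre-read, and fluorescence was tracked kinetically for 180 s more.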
# D1 agonist: agonists of human D1 dopamine receptor | P21728 | HEK293 T-REx D1 cells, calcium flux, agonist mode | activation, % at 2 µM | actives 1% (n = 360,000); further: 0% is about no effect
#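 Agonism was scored from calcium flux recorded over 180 s (1 read/s) after pintool compound addition, following a 10-cycle baseline. Cells were inducible force-coupled HEK293 TREx D1, plated overnight at 30 C and loaded with no-wash calcium dye.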
# D2 PAM: positive allosteric modulators of human D2 dopamine receptor | P14416 | HEK293 T-REx D2, calcium flux, EC20 dopamine potentiation | potentiation, % at 10 µM | actives 0.34% (n = 340,000) | AID 485347;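 active means potentiation over 3 SD above the plate norm, cut at about 30% in these data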; further: 0% is about no effect
#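 Using a no-wash calcium dye in inducible, force-coupled HEK293 Trex cells expressing D2, we tracked fluorescence each second for 180 s after compound, then for 180 s after EC20 dopamine to detect augmented signalling.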
# D2 antag: D2 dopamine receptor (human) antagonism; P14416; HEK293 TREx D2 cells, calcium flux, dopamine EC80; inhibition, % at 10 µM; actives 2% (n = 340,000); AID 485344; in the data active means inhibition above about 30%; further: 0% is about no effect
#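 Calcium mobilization kinetics were recorded at 1 s intervals in tetracycline-induced HEK293 T-REx D2 cells, first for 180 s after compound addition and then 180 s after EC80 dopamine.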
# TRHR PAM: allosteric enhancers of human TRH receptor; AID 493056; P34981; actives 0.66% (n = 360,000); enhancement, % at 2 µM; TRHR cells, fluo-8 calcium fluorescence, EC20 TRH enhancement; in the data active means enhancement above about 30%; further: 0% is about no effect
#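 TRHR-expressing cells loaded with fluo-8 calcium dye were read kinetically (ex 480/em 530) during compound addition, then stimulated with an EC20 of TRH (10 nM final). Enhancement of the Gq-mediated intracellular calcium response was scored.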
# RXFP1 antagonist: blocks the human relaxin receptor RXFP1 | Q9HBX9 | HEK293-RXFP1, relaxin-stimulated cAMP HTRF, 30 min; stronger effect = lower value | activity change, negative = inhibition, % at 57.5 µM | actives 0.59% (n = 350,000) | AID 1259400;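 active means activity change of -60% or lower, but not beyond a set lower limit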; further: on the % scale 0 is the no-effect control and ±100 the full control effect
# Target sequence (Q9HBX9 whole entry, looked up): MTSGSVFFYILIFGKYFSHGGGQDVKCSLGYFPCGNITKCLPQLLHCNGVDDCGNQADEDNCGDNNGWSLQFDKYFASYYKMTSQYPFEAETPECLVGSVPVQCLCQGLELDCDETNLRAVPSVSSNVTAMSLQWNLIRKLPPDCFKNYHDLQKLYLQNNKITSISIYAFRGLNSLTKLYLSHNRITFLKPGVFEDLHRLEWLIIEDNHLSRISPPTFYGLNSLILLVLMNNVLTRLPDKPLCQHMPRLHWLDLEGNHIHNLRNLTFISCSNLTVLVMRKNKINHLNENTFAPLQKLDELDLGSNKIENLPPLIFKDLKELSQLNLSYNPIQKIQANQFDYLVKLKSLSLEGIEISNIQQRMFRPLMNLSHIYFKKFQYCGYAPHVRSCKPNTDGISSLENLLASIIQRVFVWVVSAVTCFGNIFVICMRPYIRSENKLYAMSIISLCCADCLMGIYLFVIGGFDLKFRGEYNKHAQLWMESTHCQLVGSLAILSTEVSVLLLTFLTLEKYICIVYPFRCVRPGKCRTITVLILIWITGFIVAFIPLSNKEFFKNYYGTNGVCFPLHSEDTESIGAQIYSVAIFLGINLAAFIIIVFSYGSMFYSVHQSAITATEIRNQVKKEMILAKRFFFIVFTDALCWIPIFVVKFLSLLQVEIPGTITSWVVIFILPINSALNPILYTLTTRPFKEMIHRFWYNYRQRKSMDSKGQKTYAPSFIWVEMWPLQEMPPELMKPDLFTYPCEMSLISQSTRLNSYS
# D1 potentiator: human D1 dopamine receptor positive modulation; P21728; potentiation, % at 10 µM; HEK293 TREx D1 cells, calcium flux, dopamine EC20 potentiation; actives 0.036% (n = 360,000); in the data active means potentiation above about 30%; further: 0% is about no effect
# D2 ag: D2 dopamine receptor (human) agonism; P14416; HEK293 T-REx D2 cells, calcium flux agonist mode; actives 0.53% (n = 340,000); activation, % at 2 µM;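 active means activation over 3 SD above normal in the single-dose calcium agonist read, cut at about 30% in these data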; further: 0% is about no effect
#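 Calcium-flux readout, 1 cycle/sec over 180 s following compound pin transfer, in inducible HEK293 Trex D2 cells (force-coupled); dopamine controls included. Positive calcium responses during this window marked compounds as potential agonists.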
# TRHR agonist: activates the human TRH receptor. actives 0.18% (n = 360,000). TRHR cells, calcium flux fluo-8, FDSS agonist mode. AID 493084. activation, % at 2 µM. P34981; further: 0% is about no effect
#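 Agonist-mode FDSS calcium read (Ex 480/Em 530, 1 s cycles) in 1536-well TRHR cells with fluo-8 dye, after 10-cycle baseline and 23 nL compound addition; TRH at EC20 (10 nM final) added afterwards for the enhancer phase.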
# Starred values were filed as active, the others as inactive; x = no result given. Unless noted, no stated cut-off is given here; in the data, active means activation above about 30%; inactive means the rest. The order is random (roughly 7.1% active in at least one column).
SMILES,D1 antagonist,D1 agonist,D2 PAM,D2 antag,TRHR PAM,RXFP1 antagonist,D1 potentiator,D2 ag,TRHR agonist
S=C(N/N=C/c1ccc2c(c1)OCO2)NC1CC2CCC1C2 (stereo not drawn),-2.2,4.6,7.8,2.8,-1.0,-12.2,2.5,0.6,1.5
COc1cc(-c2nnc3n2CCCCC3)cc(OC)c1OC,-5.5,0.0,0.7,-1.5,5.3,4.6,-6.9,1.8,0.7
Cc1ccc(S(=O)(=O)CCC(=O)Nc2nnc(-c3ccco3)o2)cc1,-6.8,1.2,-5.5,5.6,2.9,7.7,-3.2,-0.5,0.3
O=C(O)c1ccc(Cn2c(=S)[nH]c3cc(Cl)ccc3c2=O)cc1,3.1,0.4,-8.4,-1.7,3.9,-3.9,-6.0,-0.7,0.8
O=C(C[n+]1cn(C(F)F)c2ccccc21)c1ccc(OC(F)F)cc1,-0.5,0.8,-1.7,-25.1,-5.6,-17.7,-5.8,-0.4,-0.1
CN(Cc1nc(Cc2cccc(C(F)(F)F)c2)no1)C1CC(C)(C)NC(C)(C)C1,6.7,1.9,7.8,-7.9,-8.0,9.7,-2.4,-0.3,0.4
COc1ccccc1CNC(=O)CSc1ccc(-c2cccs2)nn1,3.3,1.8,-2.2,-5.1,-5.2,-0.7,-5.7,-1.2,-5.9
O=C(CN1CCN(S(=O)(=O)c2ccc(F)cc2)CC1)Nc1ccc(F)cc1F,-8.7,2.7,-3.5,6.4,-9.0,11.2,-6.6,0.2,-0.7
O=C(CCc1nc(-c2ccccc2F)no1)NC1CCCCC1,-23.8,10.2,6.1,12.4,-5.2,-4.3,1.0,-0.7,0.6
Cn1c(S(=O)(=O)c2ccc([N+](=O)[O-])cc2)nc(Br)c1Br,5.4,1.3,-1.3,-0.8,2.1,23.5,-2.8,-1.3,-0.7

# Full records as entered above. Screens in order: D1 antagonist	D1 agonist	D2 PAM	D2 antag	TRHR PAM	RXFP1 antagonist	D1 potentiator	D2 ag	TRHR agonist
# O=C(CCc1nc(-c2ccccc2F)no1)NC1CCCCC1 is entered as -23.8	10.2	6.1	12.4	-5.2	-4.3	1.0	-0.7	0.6
# CN(Cc1nc(Cc2cccc(C(F)(F)F)c2)no1)C1CC(C)(C)NC(C)(C)C1 is entered as 6.7	1.9	7.8	-7.9	-8.0	9.7	-2.4	-0.3	0.4
# O=C(O)c1ccc(Cn2c(=S)[nH]c3cc(Cl)ccc3c2=O)cc1 is entered as 3.1	0.4	-8.4	-1.7	3.9	-3.9	-6.0	-0.7	0.8
# COc1cc(-c2nnc3n2CCCCC3)cc(OC)c1OC is entered as -5.5	0.0	0.7	-1.5	5.3	4.6	-6.9	1.8	0.7

# Other structures:
SMILES,D1 antagonist,D1 agonist,D2 PAM,D2 antag,TRHR PAM,RXFP1 antagonist,D1 potentiator,D2 ag,TRHR agonist
CCOC(=O)c1c(N2C(=O)CC(Sc3ccccc3C(=O)O)C2=O)sc2c1CCCC2 (stereo not drawn),-6.0,0.7,3.0,6.2,2.7,3.7,-5.1,0.4,0.4
CCN1CCN(CCn2c(=S)[nH]c3cc4c(cc3c2=O)OCO4)CC1,-5.7,1.6,-0.5,x,-6.5,-0.3,-0.4,x,0.3
COc1ccc(CNC(=O)C(Cc2ccccc2)n2cccc2)cc1 (stereo not drawn),-15.0,3.1,-2.4,-3.4,-2.6,-15.0,-7.6,-0.9,-0.2
COc1cccc(-c2csc3nc[nH]c(=O)c23)c1,-33.5*,2.6,2.1,7.4,6.1,-1.1,-5.2,-2.3,-0.6
O=C(O)CCCCCN=C1CCc2ccccc2N1,-13.3,1.5,-16.7,-16.2,0.4,-8.0,-3.2,2.0,0.3
CCOc1cc(C(=O)NCC2CCCO2)cc(OCC)c1OCC (stereo not drawn),4.2,2.2,2.4,3.7,5.5,1.3,-8.1,0.5,-0.6
O=C(Nc1ccc(N2CCOCC2)cc1)NC1CCCCC1,-8.6,2.3,11.3,3.0,-2.2,7.1,-2.5,-0.1,-0.8
COc1ccc(Cn2c(C)c(C)c(C#N)c2NC(=O)Nc2ccc(Cl)cc2)cc1,-5.0,3.8,6.8,-1.7,-5.3,-5.5,-5.8,0.6,0.2
CCC(=O)NC(=S)Nc1ccc(S(=O)(=O)NC2CCCCC2)cc1,-4.5,12.2,-4.1,2.2,5.1,-14.8,-4.3,-0.4,0.0
COc1cccc(C(=O)Nc2ccc(NC(=O)C3CC=CCC3C(=O)O)cc2)c1 (stereo not drawn),-9.5,3.9,-6.0,2.5,1.7,-27.3,1.8,-0.1,-0.2
c1ccc2c(c1)sc1nnnn12,5.9,-0.5,22.3,16.5,-0.9,5.1,6.2,-1.3,-2.2
CN(C)C(=O)CN1C(=O)c2cccc3cccc1c23,3.5,-0.5,12.2,-2.7,-2.8,8.0,-3.0,-0.7,0.2
c1ccc2c3c([nH]c2c1)C(C1CCCCC1)N(Cc1ncc[nH]1)CC3 (stereo not drawn),-1.5,4.2,-5.5,-15.3,6.4,-1.4,-0.6,-1.0,0.3
COc1cc(/C=C2/C(=O)N=C(N)N2C)cc(OC)c1OC,-1.0,7.7,13.3,-1.9,-3.2,-36.1,-5.2,-0.2,-0.7
Cc1c(NC(=S)NC(=O)c2cccc(Cl)c2)c(=O)n(-c2ccccc2)n1C,-3.3,5.6,6.6,13.5,1.8,3.4,8.1,-0.5,0.1
Cc1ccc(NC(=O)Nc2ccc3oc(C)nc3c2)cc1,-1.6,5.2,4.3,-1.5,11.2,10.1,-0.8,0.1,-1.4
O=C(Cn1cncc1-c1ccc([N+](=O)[O-])cc1)Nc1ccccc1F,3.1,2.1,-1.3,-8.2,0.9,-9.7,-0.8,-1.9,-2.7
CCC(=O)N1CCCc2cc(S(=O)(=O)N3CCC(C(=O)Nc4cccc(Cl)c4)CC3)ccc21,-27.5,9.8,-0.5,x,1.1,-7.6,2.2,0.1,0.3
O=C(c1cc(=O)c2cc(Cl)ccc2o1)N(Cc1ccccc1)C1CCS(=O)(=O)C1 (stereo not drawn),-10.3,1.1,-7.6,x,-10.2,-5.8,-1.6,1.5,-0.6
CN(C)S(=O)(=O)c1ccc(NC(=O)c2ccc([N+](=O)[O-])cc2)cc1,-2.1,9.9,-8.7,-1.1,-7.3,4.6,-6.4,-0.3,0.1
Cc1ccc(C)c(CN2CCCNC2=O)c1,-14.7,13.7,6.7,30.8*,9.4,27.6,0.1,1.6,6.2
CCOC(=O)C1(C)NC(c2cccs2)C2C(=O)N(c3ccccc3)C(=O)C21 (stereo not drawn),-8.1,0.9,-1.5,-10.3,4.0,-19.8,-4.0,0.7,0.0
CN(N=Nc1cccc([N+](=O)[O-])c1)c1cccc([N+](=O)[O-])c1,27.7,4.3,-2.8,-4.2,-2.1,-4.9,-5.2,-0.2,-1.8
COc1ccc(OC)c(CCNC(=O)c2cc3c(=O)oc4ccc(C)cc4c3s2)c1,-4.0,-0.2,12.3,x,7.1,x,-0.2,0.3,-0.1
CCC(C)(C(=O)NC1CCCCC1)N(C(=O)C1CCC(=O)N1)c1ccccc1 (stereo not drawn),4.3,-0.2,-3.5,-2.7,0.1,0.7,-1.9,-0.6,-0.2
CCOc1ccccc1N(C)C(=O)C1CCCN(c2ncnc3c2nc2n3CCCCC2)C1 (stereo not drawn),-12.1,-1.4,-4.1,x,16.8,0.0,-0.2,0.5,-0.5
CC(=O)C1=NOC2C(=O)N(c3ccc(Cl)cc3)C(=O)C12 (stereo not drawn),-0.5,50.5*,0.6,-10.5,7.1,-0.5,1.4,-0.6,-1.7
CC(C)OC(=O)CC(=O)CSc1nc2c(c(-c3cccs3)c1C#N)CCC2,19.0,4.7,-16.8,4.2,25.2,0.2,-2.1,0.5,-0.5
CCC(CC)c1nnc(NC(=O)CN2C(=O)c3ccccc3C2=O)s1,-14.5,0.4,-2.3,13.9,0.3,-26.1,3.1,0.9,-0.1
COC(=O)c1ccccc1NC(=O)c1sc(Cl)nc1C,5.6,2.7,10.4,3.0,9.1,1.8,-1.6,-1.2,-2.6
Cn1c(SCC(=O)Nc2ccccc2)nnc1-c1ccc2nonc2c1,-1.3,0.0,1.6,1.5,1.3,12.4,-2.0,-0.1,0.8
O=C(CCCN1C(=O)/C(=C\c2cccc(Br)c2)SC1=S)Nc1cccnc1,43.8,8.8,-6.9,-48.3,13.9,-38.2,-3.1,-1.3,-1.0
NC(=O)c1ccccc1OCC(=O)N1CCc2ccccc2C1,-17.9,11.8,-1.9,-7.3,-2.9,-7.3,x,-5.7,1.4
O=C(COC(=O)c1nsc(Cl)c1Cl)NC1CCCCC1,-1.9,2.9,1.4,-17.3,4.2,-5.8,x,-0.3,-2.0
CC(NC(=O)c1ccccc1)C(=O)N/N=C/c1ccc(O)cc1 (stereo not drawn),-9.2,2.1,0.6,-5.1,1.2,0.9,-1.5,0.2,0.2
Cc1[nH]c2ccccc2c1Cc1n[nH]c(=S)n1C,42.8,1.2,3.2,-4.4,0.5,-7.6,-5.0,-1.2,0.4
O=C(Cc1c(O)c2ccccc2[nH]c1=O)NC1CCCCCC1,-18.8,0.8,-4.0,3.7,-2.9,-17.7,-0.2,0.3,0.3
CCOc1ccc(OCC)c(NC(=O)Cn2cccc2)c1,-3.5,1.9,1.5,-5.8,4.8,-6.1,-7.0,-1.3,-0.2
Cn1cccc1-c1cc2n(n1)CCC(=O)N2CC(=O)Nc1ccc(F)cc1Cl,-16.6,-1.7,10.9,x,4.3,0.9,-0.8,0.1,0.5
CCCCc1cc(=O)oc2cc(OCC(=O)Nc3cccnc3)c(Cl)cc12,1.7,11.7,6.7,13.6,5.1,0.2,-2.0,0.5,0.0
Cc1ccc(Nc2nnc(SCc3nc4ccccc4c(=O)[nH]3)s2)cc1,17.4,3.3,5.0,4.7,-2.7,-6.5,-0.7,0.2,1.2
O=C(NC(=S)Nc1ccccc1)c1ccc(Br)o1,x,0.5,-14.6,20.8,-3.4,-16.1,-3.6,-0.5,-0.3
Cc1ccc(C(=O)Oc2coc(CSc3nnc(NC(=O)C4CC4)s3)cc2=O)cc1,-13.0,1.1,0.5,1.0,-9.2,4.2,-2.6,-0.4,1.1
COc1ccc(CN2C(=O)c3cccnc3C2Nc2cc(Cl)c(OC)cc2OC)cc1 (stereo not drawn),-8.7,-0.3,26.8,4.7,8.8,-6.1,7.6,0.8,-0.3
CC1CCCN(C(=O)COC(=O)C2CCN(S(=O)(=O)c3c(Cl)cccc3Cl)CC2)C1 (stereo not drawn),-15.0,4.9,-13.7,15.4,0.0,-18.0,-3.9,-0.7,-0.5
CSC1=NCCN1C(=O)c1ccc(Br)o1,-7.3,-0.1,10.1,15.3,10.7,x,x,1.3,-0.6
COc1ccccc1N(CC(=O)N1CCCCCC1)S(=O)(=O)c1ccc(C)cc1,-12.4,3.7,-1.9,-6.7,11.9,-9.7,-7.2,-1.0,0.7
CCOC(=O)c1c(OCC)[nH]c2ccc(O)cc12,x,-0.9,-3.9,6.9,-6.6,11.2,-1.6,0.3,-0.1

# D1 agonist: hit marks shown above
mol	D1 antagonist	D1 agonist	D2 PAM	D2 antag	TRHR PAM	RXFP1 antagonist	D1 potentiator	TRHR agonist
CC(=O)C1=NOC2C(=O)N(c3ccc(Cl)cc3)C(=O)C12 (stereo not drawn)	-0.5	50.5*	0.6	-10.5	7.1	-0.5	1.4	-1.7
